Assay outcomes (PubChem)
KAT2A inh: GCN5L2 (KAT2A) acetyltransferase inhibition. Q92830. GCN5L2 HAT assay, ThioGlo1 CoA-SH fluorescence. Potency, µM (top dose mostly 58.9 µM), inactives show at the top dose activity change, negative = inhibition, usual class: inhibitors. 390,000 tested, 0.21% active. AID 504327
Target sequence (Q92830 whole entry, looked up): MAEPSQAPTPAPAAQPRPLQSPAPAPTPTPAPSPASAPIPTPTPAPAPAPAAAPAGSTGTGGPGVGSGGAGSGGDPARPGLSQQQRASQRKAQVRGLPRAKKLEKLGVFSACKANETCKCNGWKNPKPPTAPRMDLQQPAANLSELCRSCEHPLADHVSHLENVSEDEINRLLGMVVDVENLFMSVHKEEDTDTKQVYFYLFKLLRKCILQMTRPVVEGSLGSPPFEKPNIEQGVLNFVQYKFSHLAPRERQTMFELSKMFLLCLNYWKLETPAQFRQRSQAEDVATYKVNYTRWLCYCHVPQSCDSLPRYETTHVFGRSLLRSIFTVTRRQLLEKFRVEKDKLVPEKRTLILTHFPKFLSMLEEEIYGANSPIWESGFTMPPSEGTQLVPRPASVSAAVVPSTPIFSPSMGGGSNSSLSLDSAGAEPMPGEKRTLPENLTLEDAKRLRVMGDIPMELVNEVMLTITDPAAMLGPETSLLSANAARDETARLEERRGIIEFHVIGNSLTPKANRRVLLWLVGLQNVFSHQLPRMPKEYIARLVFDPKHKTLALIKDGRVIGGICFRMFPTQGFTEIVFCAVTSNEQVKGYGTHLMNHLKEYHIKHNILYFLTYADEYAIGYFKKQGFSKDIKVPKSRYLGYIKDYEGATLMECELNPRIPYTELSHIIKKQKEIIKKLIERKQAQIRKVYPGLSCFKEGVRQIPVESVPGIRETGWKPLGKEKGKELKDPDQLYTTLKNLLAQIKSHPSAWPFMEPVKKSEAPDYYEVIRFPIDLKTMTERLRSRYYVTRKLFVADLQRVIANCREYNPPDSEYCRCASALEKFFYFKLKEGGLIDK
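qHTS, 1536-well. 20nM enzyme, pH 7.5 HEPES/EDTA/Tween-20 buffer; 15 min compound preinc., RT. Start: 75uM H3(1-25), 70uM AcCoA, 50uM ThioGlo1. Read Ex340/Em540 at t=0 (autofluorescence flag) and t=20 min.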
DT40 TDP1 no CPT: qHTS for Inhibitors of human tyrosyl-DNA phosphodiesterase 1 (TDP1): qHTS in cells in absence of CPT. Potency, µM (top dose mostly 46.2 µM), without a hit: at the top dose activity change, negative = growth inhibition, actives largely listed as inhibitors. 420,000 tested, 15% active. DT40 Tdp1-/- hTDP1 cells, no CPT, ATP luminescence, 48 h; also: nearly all actives have a fitted effect of over 55% in size
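Readout: luminescence from CellTiter-Glo after 30 min in the dark at RT. Cells: DT40 Tdp1-/- with stable hTDP1, 400/well. Exposure: compounds alone, ≥48 hr, 37 °C.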
TDP1 cell CPT: growth inhibition of DT40 Tdp1-/-;hTDP1 cells with camptothecin (screen for TDP1 inhibitors); chicken DT40 Tdp1-/-;hTDP1 cells + 20 nM CPT, ATP luminescence, 48 h; 420,000 tested, 12% active; AID 686979; Potency, µM (doses to about 46.2 µM), without a hit: at the top dose activity change, negative = growth inhibition, usual class: inhibitors; also: nearly all actives have a fitted effect of over 55% in size
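Cell growth measured by CellTiter-Glo luminescence after a minimum 48 h, 37 C compound exposure with 20 nM CPT in Tdp1-knockout DT40 cells stably expressing hTDP1, seeded 400/well; qHTS titration format.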
Starred values were filed as active, the others as inactive; ? = inconclusive; . = no result given; & = joins results of further samples; [ ] = dose if it differs, or a comment. Calls follow the shape of the dose curve; as a rule, active = well fitted curve in the direction sought with a large enough effect; inconclusive = small, poorly fitted or top-dose-only effect, or another doubt; inactive = no such curve, though single readings can be large; an effect the other way counts as inactive or inconclusive. % is scaled to controls: 0 for no effect and ±100 for the full control effect; potency is read from the fitted curve at half-maximal effect. A portion of the library, so the mix of outcomes need not match the whole.

compound	KAT2A inh	DT40 TDP1 no CPT	TDP1 cell CPT
O=C(NN1C(=O)c2ccccc2NC1c1ccco1)c1ccc([N+](=O)[O-])cc1 (centres undefined)	0%	?	-16%
CCN1CCN(CCCNC(=O)c2ccc3c(=O)n(CCc4ccccc4)c(=O)[nH]c3c2)CC1	0%	?	-21%
COc1ccc(CCNC(=O)c2ccc3c(c2)N(Cc2ccccc2)C(=O)c2ccccc2S3=O)cc1OC (centres undefined)	-6%	12µM*	16µM*
COc1ccc(-c2csc(-c3c(N)c(C(=O)c4ccccc4)n4ccccc34)n2)cc1OC	-1%	2.3µM*	4.1µM*
CCC(C)[C@@H](CN)NCC1(c2ccccc2)CC1 (some centres undefined)	-1%	-10%	-4%
COc1ccc(NC(=O)c2cnn(-c3ccc(F)cc3F)c2C2CCN(C(=O)OC(C)(C)C)CC2)cc1Cl	1%	18µM*	?
COc1cc(C(=O)NCc2nnc(SCC(=O)Nc3cccc(C)c3)o2)cc(OC)c1OC	2%	-9%	-6%
COC(=O)CC1C(=O)NCCN1C(=S)NC(=O)c1ccccc1[N+](=O)[O-] (centres undefined)	38%[activator]	-18%	18%
CC1(C)Cc2nc3oc4c(=O)n(CC(=O)Nc5ccccc5)cnc4c3cc2CO1	-1%	-18%	-27%
COc1ccc(CCNC(=O)Cn2cc(C(F)(F)F)cc(Cl)c2=O)cc1OC	3%	6%	0%
Nc1ncnc2c1ncn2-c1ccccc1Cl	.	2%	-6%
CCCn1c(SCC(=O)Nc2ccc(F)c(Cl)c2)nc(O)cc1=O	-11%	-2%	4%
CC(=O)Nc1cc(-c2ccccc2F)cn2c(-c3ccccc3)cnc12	.	?	16µM*
Cc1csc(SCC(=O)N2CCOc3ccc(C(O)C4CCCCC4)cc3C2)n1 (centres undefined)	.	21µM*	?
Cc1c(C(=O)N2CCOCC2)sc2ncn(CC(=O)N3CCC(C)CC3)c(=O)c12	-2%	4%	2%
O=C(CCc1ccccc1)NCCSCc1c(F)cccc1Cl	0%	-18%	-9%
COc1ccc(C(=O)NNC(=O)Cn2nnc(-c3ccc(OC)c(OC)c3)n2)cc1	-8%	3%	-7%
O=C(N/N=C/c1ccc2nccnc2c1)c1ccc(Br)cc1	-18%	?	-15%
Cn1ccnc1-c1nnn(-c2ccc(F)cc2)n1	.	-17%	-5%
COc1ccc(CNC(=O)c2cnn3c(C(F)F)cc(C)nc23)cc1OC	-3%	?	?

Entries of single compounds, quoted from the list. Order of values: KAT2A inh | DT40 TDP1 no CPT | TDP1 cell CPT
Profile of `Cc1csc(SCC(=O)N2CCOc3ccc(C(O)C4CCCCC4)cc3C2)n1` (centres undefined) → . | 21µM* | ?
Profile of `COc1cc(C(=O)NCc2nnc(SCC(=O)Nc3cccc(C)c3)o2)cc(OC)c1OC` → 2% | -9% | -6%

New compounds follow.
compound	KAT2A inh	DT40 TDP1 no CPT	TDP1 cell CPT
COC(=O)C1N[C@@H]([C@@H](NC(=O)COc2ccccc2)C(=O)NCc2ccc(OC)cc2)SC1(C)C (some centres undefined)	.	?	?
COc1cccc(/C=N/n2nnnc2N)c1OCc1ccccc1Cl	-1%	-16%	-3%
CCOC(=O)C1=C(C)OC(N)=C(C#N)C1c1cncc(-c2ccc(F)cc2)c1 (centres undefined)	0%	?	?
COc1ccc(CCNCc2ccc(-c3ccccc3)cc2)cc1OC	.	23µM*	?
C=CCNc1nc(NCc2cccc(OC)c2)c2sc(-c3ccccc3)cc2n1	.	4.1µM*	5.8µM*
COCCNC(=O)CN(Cc1cccs1)C(=O)CCC(=O)Nc1nccs1	0%	-24%	-9%
COc1ccc(-c2noc(Cn3c(=O)c4ccccc4n(CC(=O)Nc4cccc(C(F)(F)F)c4)c3=O)n2)cc1	-12%	16µM*	?
O=C1OCCC1=COCCCCOC=C1CCOC1=O	.	-12%	-10%
CCn1cc(C(=O)NCCCN(CC(C)C)CC(C)C)c(=O)c2cc(S(=O)(=O)N(C)C3CCCCC3)ccc21	-4%&-3%	?	?
COc1ccc(C2=CC(c3ccc(OC)c(OC)c3)NC(=S)N2)cc1 (centres undefined)	3%	-16%	-22%
CCOc1cccc(/C(O)=C2/C(=O)C(=O)N(Cc3cccnc3)C2c2ccco2)c1 (centres undefined)	-4%	3%	3%
NC(=O)N(N)c1nc(N2CCCC2)nc(N2CCCC2)n1	-7%	16%	1%
CCOC(=O)C1CCN(C(=O)COC(=O)c2cc(-c3cccs3)nn2-c2ccccc2)CC1	0%	?	-18%
COc1ccc(C)cc1NC(=O)C1CCN(S(=O)(=O)c2ccc3[nH]c4c(c3c2)CCCCC4)CC1	-19%	?	-25%
COc1ccc(Cc2nnc(N)s2)cc1	0%	-14%	-24%
COC(=O)CC(NC(=O)Nc1ccccc1F)c1ccc2c(c1)OCO2 (centres undefined)	2%	-14%	-5%
CCc1ccc(NC(=S)NC(=O)CC(C)C)cc1	2%	?	?
O=C(OCCOc1ccc(Br)cc1)c1cnccn1	1%	-9%	-10%
O=C(CN1C(=O)CSc2ccccc21)Nc1ccc2c(c1)OCCO2	-10%	-7%	-16%
COc1ccc(OC)c(NC(=O)COc2ccc(S(=O)(=O)NC(C)C)cc2)c1	2%	-4%	?

Sorted by SMILES length (high to low): 3 of the compounds above
compound	KAT2A inh	DT40 TDP1 no CPT	TDP1 cell CPT
CCOC(=O)C1=C(C)OC(N)=C(C#N)C1c1cncc(-c2ccc(F)cc2)c1 (centres undefined)	0%	?	?
COC(=O)CC(NC(=O)Nc1ccccc1F)c1ccc2c(c1)OCO2 (centres undefined)	2%	-14%	-5%
O=C(CN1C(=O)CSc2ccccc21)Nc1ccc2c(c1)OCCO2	-10%	-7%	-16%

Further structures.
compound	KAT2A inh	DT40 TDP1 no CPT	TDP1 cell CPT
S=C(NCCCc1ccccc1)Nc1ccccc1Cl	-5%	-84%	-99%
CCOc1ccc(-n2c(SCc3nc(-c4ccc(C)cc4)no3)nnc2-c2ccncc2)cc1	?	?	?
COc1ccc(NC(=O)C2CCN(S(=O)(=O)c3ccc4c(c3)NC(=O)C(C)S4)CC2)cc1 (centres undefined)	-1%	?	?
Cc1cc(N(C)C)ccc1[N+](=O)[O-]	-3%	-19%	-5%
CC(C)CSc1nc2ccccc2[nH]1	-1%	-1%	-13%
CC(CCC(=O)O)C1CCC2C3CCC4C[C@H](O)CCC4(C)C3CC(=O)C12C (some centres undefined)	7%	-15%	-2%
CC(=O)c1ccc(-c2cccs2)s1	-27%	10%	11%
CCOC(=O)N1CCN(C(=O)c2c(-c3c(Cl)cccc3Cl)noc2C)CC1	0%	-7%	-5%
COc1ccc(-c2cc(NC=O)c3ncc(-c4cccc(C(C)=O)c4)n3c2)cc1	.	18µM*	?
O=C(COC(=O)Cn1cnc2ccccc21)Nc1cccc(S(=O)(=O)N2CCOCC2)c1	-2%	-9%	-9%
CCCOC(=O)c1ccc(NC(=O)C2CCCO2)cc1 (centres undefined)	-9%	-1%	1%
CCCCCC(=O)N1C[C@@H](O)[C@H](n2cc(COC(=O)c3ccccc3)nn2)C[C@@H]1c1ccc(C)cc1	.	5%	-3%
O=C(Nc1cccc(Cl)c1Cl)c1cc(S(=O)(=O)NCCc2ccccc2)ccc1F	-7%&-1%	?	?
COc1cc(C(=O)Nc2cc(S(=O)(=O)N3CCOCC3)ccc2N2CCN(C)CC2)cc(OC)c1OC	.	10%	2%
Cc1ccccc1-c1nnc(SCCOc2ccc3c(C)cc(=O)oc3c2)o1	-4%	?	?
Cc1cc(C)nc(-n2nc(C)cc2Nc2ccccc2)n1	-13%	5.2µM*	2.6µM*
O=C(O)c1sccc1Oc1ccc(NS(=O)(=O)c2ccccc2)cc1	-26%	-5%	26%
Clc1ccc(COc2ccccn2)cc1Cl	-4%	?	?
Cc1ccc(F)cc1CNC(=O)C1CCC(=O)N(C2CC2)C1 (centres undefined)	-12%	-4%	-10%
COC(=O)N1CCCCC1c1cc(C(=O)NCc2ccc(Cl)c(Cl)c2)no1 (centres undefined)	.	?	?

Reprinted at random: 2 records from the list.
compound	KAT2A inh	DT40 TDP1 no CPT	TDP1 cell CPT
CC(=O)c1ccc(-c2cccs2)s1	-27%	10%	11%
CCCCCC(=O)N1C[C@@H](O)[C@H](n2cc(COC(=O)c3ccccc3)nn2)C[C@@H]1c1ccc(C)cc1	.	5%	-3%

Other results
compound	KAT2A inh	DT40 TDP1 no CPT	TDP1 cell CPT
CCC(CC)C(=O)Nc1nnc(S(=O)(=O)N2CCCC2)s1	1%	-8%	2%
Cc1ccc(NCc2nnc(SCCN3CCCCC3)n2CC2CCCO2)cc1Cl (centres undefined)	0%	?	?
O=C(c1cc(-c2cccc(O)c2)on1)N1CCCC1	-7%	-26%	-1%
CN(C)c1ccc([N+](=O)[O-])cc1C(=O)O	-5%	0%	11%
Cn1c(/C=C/c2ccc(Cl)cc2Cl)c([N+](=O)[O-])c(=O)n(C)c1=O	33%[activator]	5.2µM*	8.2µM*
CN1OC[C@@H]2CN(C(=O)CCc3ccccc3)[C@H](c3cccc(-c4ccccc4)c3)C[C@@H]21	.	?	26µM*
O=C(Nc1cccnc1)c1ccc2c(c1)OCO2	-28%	-29%	?
O=C(OCc1nc2scc(-c3ccccc3)c2c(=O)[nH]1)c1cc([N+](=O)[O-])ccc1Cl	-4%	?	?
CCC1(c2ccc(F)cc2)NC(=O)N(CC(=O)N2CCN(C(=O)c3ccco3)CC2)C1=O (centres undefined)	-2%	-3%	7%
Cc1ccccc1S(=O)(=O)Nc1nc2ccccc2nc1N1CCOCC1	-10%	1%	7%
Cc1ccc(C(=O)N/N=C/c2c[nH]c3ccccc23)o1	-16%	-2%	-2%
C=C(C)C1CC=C(C)/C(=N/NC(=O)CNc2ccc(OCC)cc2)C1 (centres undefined)	-10%	?	?
COC(=O)c1ccc(NC(=S)NC2CCCCC2C)cc1 (centres undefined)	-6%	26µM*	23µM*
CC(C(=O)Nc1ccc2c(c1)OCCO2)N1CCN(C(=O)c2ccco2)CC1 (centres undefined)	0%	-11%	-4%
Cc1cccc(CCNC(=O)C2CCCN(c3cnccn3)C2)c1 (centres undefined)	-5%	?	-4%
COc1cc(/C=N/NC(=O)c2ccncc2)ccc1Oc1ccc([N+](=O)[O-])cn1	-5%	-22%	18%
COc1cccc(N2C(C(C)=O)=NN(c3ccccc3)C2c2ccc(N3CCOCC3)cc2)c1 (centres undefined)	-9%	16µM*	18µM*
COc1ccccc1N1CCN(C(=O)Nc2ccc([N+](=O)[O-])cc2)CC1	-4%	16µM*	?
O=C(NC(C(=O)N/N=C/c1cccc2ccccc12)c1n[nH]c(=O)c2ccccc12)c1ccccc1 (centres undefined)	-10%	-12%	-27%
Cc1cc(C)c2nc(NNC(=O)c3ccc(S(=O)(=O)N4CCc5ccccc5C4)cc3)sc2c1	-13%	4.6µM*	5.2µM*
CCOC(=O)c1cnc(SC)nc1N1CCCC1	-1%	4%	-3%
CC1(C(=O)Nc2ccccc2)Cc2c(-c3cccc(C(N)=O)c3)ccnc2O1 (centres undefined)	.	-21%	?
CN(C)c1ccc(-c2nnc(-c3cccs3)o2)cc1	-7%	-24%	-3%
Cc1cccc(CCNC(=O)CCS(=O)(=O)c2cc3c(cc2Cl)NC(=O)CO3)c1	?	10%	-8%
Cc1nn(-c2ccccc2)c(C)c1/C=N/O	1%	6%	3%
O=C1CC(=C2c3ccccc3-c3ccccc32)C(=O)N1CCN1CCN(c2cccc(Cl)c2)CC1	.	-24%	0%
Cc1sc(-c2cc3ccccc3oc2=O)nc1-c1ccc(Cl)cc1	-4%	-8%	16%
COc1ccc(NC(=O)c2sccc2C)c([N+](=O)[O-])c1	-1%	-13%	-33%
CCCNC(=O)c1cc(-c2ccc(Br)cc2)on1	-5%	-21%	-13%
O=C(N/C(=C\c1cccc([N+](=O)[O-])c1)C(=O)N1CCCCC1)c1cccs1	-4%	-27%	-7%
O=C(NC1CCCC1)c1cnn2c1NC(=C1CC1)C=C2C(F)F	.	?	?
CCC(O)(CC)C(=O)N/N=C/c1cc(Br)cc(Br)c1O	-7%	15µM*	21µM*
COc1ccc(NC(=O)CSc2ccccn2)cc1	-2%	-22%	-6%
COc1ccc2c(c1)CCc1c(C(=O)N3CCc4ccccc4C3)noc1-2	-5%	?	-28%
Cc1nnc(SCC(=O)n2c3c(c4ccccc42)CCCC3)s1	1%	-24%	-2%
c1ccc(-c2ccc(C3=Nn4c(Cn5nnc6ccccc65)nnc4SC3)cc2)cc1	?	?	23µM*
